T cell HTS = modulators of CD8 T cell-vesicle binding, primary screen, mouse 2C CD8+ T cells, flow cytometry. calls only at 7 µM. 2C CD8+ T cell-vesicle binding; stronger effect = lower value. 330,000 tested, 0.068% active;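 active = response, share of CD8 T cells binding vesicles, and their 90th percentile fluorescence all below set limits, cut at about 80% in these data, passing the limit was not always enough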
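System: murine 2C transgenic CD8+ T lymphocytes; also added: QL9-loaded Drosophila micro-vesicles; times: binding 1.5 h at 37 °C; measured by: flow cytometry, PE anti-B7-1 (FL2) versus Alexa647 anti-CD8 (FL8), PFA-fixed; control set: Peptide-free naked vesicles (low) and QL9 vesicles with 0.7% DMSO vehicle (high)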
Hep lipid drop = inhibitors of hepatocyte lipid droplet formation, primary screen, imaging, high-throughput imaging, BODIPY stain; 240,000 tested, 0.4% active; inhibition, % at 6.5 µM; AML12 mouse hepatocytes, oleate lipid droplets;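 active = lipid droplet intensity inhibited by at least 50%, with more than 500 cells counted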
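Assay system: AML12 mouse liver cells | Compound: 6.5 µM single-point dosing | Schedule: Overnight exposure | Technique: Fluorescence imaging, 20x objective, two fields per well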
Hep lipid drop cells 6.5 µM = second read-out of Hep lipid drop, no call of its own (marks repeat the call); cell count; measured here: cell count, cytotoxicity flag;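 cells counted across two imaged fields per well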
T cell HTS vesicle-bound % = second read-out of T cell HTS, no call of its own (marks repeat the call); double positive events, %; measured here: CD8+ vesicle-bound cell fraction;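 binding gate set so that unloaded-vesicle control wells show 10% double positive cells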
Starred values were filed as active, the others as inactive; i = inactive. Some of the compounds tested (hit frequency here may not be typical).

SMILES	T cell HTS	T cell HTS vesicle-bound %	Hep lipid drop	Hep lipid drop cells 6.5 µM
CCc1ccc(OCC(=O)N(Cc2cccs2)C2CCS(=O)(=O)C2)cc1 (stereo unspecified)	i	3	-1	774
O=C(NC1CCCCCC1)c1ccc(-n2cnnc2)cc1	i	68	-8	834
Cc1cccn2c(=O)c3cc(C(=O)NC4CCCCC4)sc3nc12	i	25	18	753
Cc1cc(=O)n2[nH]cc(-c3ccccc3)c2n1	i	56	-7	786
CCCCC(OC(=O)c1ccco1)C(=O)NCc1ccc(C)cc1 (stereo unspecified)	i	31	0	692
Cc1cc(-c2nnc(SCC(=O)Nc3ccccc3C(F)(F)F)n2N)n[nH]1	i	15	-2	747
CCOCCCNc1ncnc2c1nc1n2CCCC1	i	26	-13	838
CCc1ccc(NC(=O)c2cccc(NC3=NC4CS(=O)(=O)CC4S3)c2)cc1 (stereo unspecified)	i	26	7	780
CC(C)Cn1c(-c2cc(Br)ccc2F)nc2c1c(=O)[nH]c(=O)n2CC(C)C	i	25	2	755
CCOc1ccc(NC(=O)c2cc(S(=O)(=O)N3CCOCC3)cs2)cc1	i	70	0	853
CCCc1cc(=O)oc2cc(C)cc(OC(C)C(=O)N[C@@H](Cc3c[nH]c4ccccc34)C(=O)O)c12 (stereo partly specified)	i	32	-1	830
Cc1ccc(S(=O)(=O)NCC(=O)NCc2cc(=O)n(C)c(=O)n2C)cc1C	i	13	-2	678
Cc1ccccc1CN1CCN(CC(=O)NC(C)c2ccccc2)CC1 (stereo unspecified)	i	63	15	835
Cc1cc(C)c2c(n1)SCC(=O)N2CC(=O)Nc1ccc(Br)c(C)c1	i	12	-3	717
Oc1ccc(-n2nnnc2SCc2ccccc2Br)cc1	i	58	-1	751
COc1ccc(S(=O)(=O)Nc2c(C(=O)O)[nH]c3ccc(OC)cc23)cc1	i	3	-1	762
Cc1nn(CCCC(=O)NCc2ccccc2)c(=O)c2nccn12	i	11	41	745
Cc1cc(NS(=O)(=O)c2ccc(NC(=O)C3CCCCC3)cc2)no1	i	10	-8	805
O=C(NC1CCCC1)C(c1ccccn1)N(C(=O)c1csnn1)c1ccccc1Cl (stereo unspecified)	i	47	-7	772
COc1ccccc1CNC(=O)c1ccc2c(=O)n(CC3CCCO3)c(=S)[nH]c2c1 (stereo unspecified)	i	26	17	770
COc1ccc(/C=C(/NC(=O)c2ccco2)C(=O)Nc2ccc(C(=O)O)cc2)cc1	i	50	2	755
O=S(=O)(NCCC1=CCCCC1)c1ccc(F)cc1	i	23	-10	812
O=C1CCC(C(=O)N2CCC(CO)CC2)CN1Cc1ccc(Cl)cc1 (stereo unspecified)	i	34	-7	758
CCn1nc(C)cc1C(=O)N1CCCC(N2CCN(c3ccccc3OC)CC2)C1 (stereo unspecified)	i	22	-7	639
NCCc1nnc(SCC(=O)Nc2ccc(Br)cc2)o1	i	27	3	661
Cc1ccc(S(=O)(=O)N2CCCCC2)cc1C(=O)NCC1CCCO1 (stereo unspecified)	i	45	1	853
CN(C)CCNC(=O)Cn1ccc2cc(S(=O)(=O)N3CCCCC3)ccc21	i	36	12	745
Cc1c(C)c2ccc(OC(C)C(=O)NCCc3c[nH]c4ccccc34)cc2oc1=O (stereo unspecified)	i	24	-11	740
COCC1CCCCN1C(=O)c1cccc(OC2CCN(C(=O)C3CC3)CC2)c1 (stereo unspecified)	i	22	41	676
Cc1nc2ccccc2n1Cc1ccccc1	i	56	-1	803
NC1=NC(=O)/C(=C/c2ccc(Br)cc2)S1	i	40	14	789
COc1ccccc1N1CCN(C2CCC(C)CC2)CC1 (stereo unspecified)	i	54	0	830
Cc1cc(C)c(NC(=O)Nc2ccc3c(c2)OCO3)c(C)c1	i	68	-7	797
O=C(NCCc1ccccc1)C(=O)NCC1OCCN1S(=O)(=O)c1ccc(F)cc1 (stereo unspecified)	i	37	7	747
COCCN1CC(CNC(=O)c2cc(COc3ccc(C)c(C)c3)on2)CC1=O (stereo unspecified)	i	3	-1	739
COc1ccc(NC(=O)c2ccc3c(c2)C(=O)N(CC2CCCO2)C3=O)cc1 (stereo unspecified)	i	37	15	706
CNC(=O)N(O)C1N(/N=C/c2c(F)cccc2Cl)C(=S)SC1(C)C (stereo unspecified)	i	24	-12	829
CCC(C)(C)NC(=O)C(c1ccc(F)cc1)N(CCOC)C(=O)CCC(=O)Nc1nccs1 (stereo unspecified)	i	30	5	809
Cc1cc(OCC(=O)NC(Cc2ccc(Cl)cc2)C(=O)O)c2c(C)c(C)c(=O)oc2c1 (stereo unspecified)	i	29	5	796
Cc1cc(OCC(=O)NCCCn2ccnc2)c2c(C)cc(=O)oc2c1	i	31	9	693
CN(C)S(=O)(=O)N1CCC(Oc2ccc(C(=O)NC3CCOC(C)(C)C3)cc2)CC1 (stereo unspecified)	i	31	-1	646
Cc1ccc(S(=O)(=O)Nc2cc3c(C(=O)O)c(C)oc3c3ccccc23)c(C)c1	i	50	-3	749
COc1ccc(C(=O)Nc2cc(C)c(NC(=O)c3ccccc3OC)cn2)cc1	i	23	-3	775
COc1cc(NC(=O)c2cccs2)c(OC)cc1NC(=O)c1cccs1	i	30	0	687
Cc1ccc(OCC(O)Cn2c(N3CCCCC3)nc3c2c(=O)[nH]c(=O)n3C)cc1C (stereo unspecified)	i	57	15	841
COC(=O)c1ccccc1S(=O)(=O)Oc1ccc(-c2ccc(C(=O)O)cc2)cc1	i	19	2	806
CN(Cc1ccco1)C(=O)C1CCCN(c2ncnc3c2nc2n3CCCCC2)C1 (stereo unspecified)	i	30	-1	644
COc1ccc2c(c1OC)C(=O)N(c1nc(SC)n[nH]1)C2=O	i	56	6	801
Cc1ccc(N(CC(=O)NCC2CCCO2)C(=O)CCC(=O)Nc2nccs2)cc1C (stereo unspecified)	i	36	-8	859
O=C(COC(=O)c1ccc(OC(F)F)cc1)NCCNC(=O)COC(=O)c1ccc(OC(F)F)cc1	i	66	4	717
COc1ccc(-c2nc(C#N)c(N3CCC(C)CC3)o2)cc1	i	56	6	426
Cc1ccc(C)c(N2CCN(C(=O)c3cc4c(C)nc5ccccc5c4o3)CC2)c1	i	48	4	744
COC(=O)C1=Cc2cc(OC)cc([N+](=O)[O-])c2OC1N1CCOCC1 (stereo unspecified)	i	54	15	848
Cc1ccc(NC(=O)Nc2cccnc2)cc1	i	48	-5	810
O=C(NNC(=O)c1ccccc1F)c1cccs1	i	52	5	874
Cc1ccc(C(=O)N2CCCC(Nc3cccc(F)c3)C2)cc1N1CCNC1=O (stereo unspecified)	i	27	2	691
COc1cccc(/C=C2\SC(=S)N(CCCC(=O)NC3=NCCS3)C2=O)c1	i	94	-4	863
COc1cc(C(=O)N/N=C/c2ccc(OC(=O)c3cccc(C)c3)c(OC)c2)ccc1O	i	12	8	664
COCCN(C(=O)CSc1nnc(-c2ccc(Cl)cc2)o1)c1c(N)n(CC(C)C)c(=O)[nH]c1=O	i	16	8	929
CC(=O)Nc1ccc(Nc2nc(-c3sc(NC(C)=O)nc3C)cs2)cc1	i	55	1	824

Entries of single compounds, looked up by structure:
O=C(COC(=O)c1ccc(OC(F)F)cc1)NCCNC(=O)COC(=O)c1ccc(OC(F)F)cc1 in the list: T cell HTS: i; T cell HTS vesicle-bound %: 66; Hep lipid drop: 4; Hep lipid drop cells 6.5 µM: 717
CC(=O)Nc1ccc(Nc2nc(-c3sc(NC(C)=O)nc3C)cs2)cc1 in the list: T cell HTS: i; T cell HTS vesicle-bound %: 55; Hep lipid drop: 1; Hep lipid drop cells 6.5 µM: 824

(more compounds)
SMILES	T cell HTS	T cell HTS vesicle-bound %	Hep lipid drop	Hep lipid drop cells 6.5 µM
COc1cc2c(cc1OC)CN(CC(=O)Nc1ccc(C)c(C)c1)CC2	i	24	56*	829*
CC1CC(C)CN(C(=O)COC(=O)CCCN2C(=O)c3cccc4cccc(c34)C2=O)C1 (stereo unspecified)	i	20	10	634
COc1ccc(C(=O)OCC(=O)NC2CCCC2)c(OC)c1	i	30	7	805
OCC[C@@H]1C[C@H](O)[C@@H](O)[C@@]2(CCc3ccccc3O2)O1	i	8	1	789
CC(C)Cc1nnc(NC(=O)CCC(=O)NCc2ccccc2Cl)s1	i	36	-13	679
Cc1ccc(S(=O)(=O)NCC2CCC(C(=O)NC3CCCCC3)CC2)cc1 (stereo unspecified)	i	13	6	841
COCc1cc(CNC(=O)C2CCC(=O)N(Cc3ccccc3OC)C2)[nH]n1 (stereo unspecified)	i	72	-38	609
CC(=O)Oc1ccc(C(=O)Nc2cccc(NC(=O)c3ccco3)c2)cc1	i	32	-4	781
Cc1cccc(NC(=O)c2cc(S(=O)(=O)N3CCc4ccccc43)cn2C)c1	i	33	-37	679
COc1ccc(C(=O)NCCc2ccccc2)cc1[N+](=O)[O-]	i	45	-3	839
CO/N=C/C(c1ccc(Cl)nc1)S(=O)(=O)c1ccccc1 (stereo unspecified)	i	49	13	658
CCOc1ccc(C(O)(CCC(C)C)C(CN2CCOCC2)c2ccccc2)cc1 (stereo unspecified)	i	43	26	762

Sorted by value in T cell HTS vesicle-bound % (descending): 5 of the compounds above.
| Structure | T cell HTS | T cell HTS vesicle-bound % |
| --- | --- | --- |
| Cc1cccc(NC(=O)c2cc(S(=O)(=O)N3CCc4ccccc43)cn2C)c1 | i | 33 |
| CCCCC(OC(=O)c1ccco1)C(=O)NCc1ccc(C)cc1 (stereo unspecified) | i | 31 |
| CC(C)Cn1c(-c2cc(Br)ccc2F)nc2c1c(=O)[nH]c(=O)n2CC(C)C | i | 25 |
| COCC1CCCCN1C(=O)c1cccc(OC2CCN(C(=O)C3CC3)CC2)c1 (stereo unspecified) | i | 22 |
| COCCN1CC(CNC(=O)c2cc(COc3ccc(C)c(C)c3)on2)CC1=O (stereo unspecified) | i | 3 |

More results.
SMILES	T cell HTS	T cell HTS vesicle-bound %	Hep lipid drop	Hep lipid drop cells 6.5 µM
O=C(Nc1ccccc1C(=O)NCCCN1CCOCC1)c1ccccc1	i	21	6	847
CNC(=O)c1ccc(C)c(NC(=O)C2=C(C)OCCS2)c1	i	36	10	855
COc1ccc(CCNC(=O)C(=O)c2c[nH]c3ccccc23)cc1OC	i	42	8	835
Nc1ccc(C(=O)Nc2cccc(NC(=O)c3ccc(N)cc3)c2)cc1	i	62	9	845
Cc1cccc(N(C)c2ccc3cc(S(=O)(=O)N4CCCC4)ccc3n2)c1	i	18	-7	716
CCc1ccc(NC(=O)CN(c2cc(C)cc(C)c2)S(=O)(=O)c2c(C)[nH]c(=O)[nH]c2=O)cc1	i	40	-6	670
CS(=O)(=O)c1cccc(C(=O)Nc2ccccc2Cc2ccccc2)c1	i	22	-7	779
CCOC(=O)c1cnc2c(ccc3ccccc32)c1Cl	i	63	-1	817
C[C@H](NC(=O)[C@H]1N2C(=O)c3ccccc3C2SC1(C)C)C(=O)NCc1ccncc1 (stereo partly specified)	i	7	-3	692
COC(=O)c1ccc(C(=O)NC2CCCN(Cc3ccc(Cl)cc3)C2)nc1 (stereo unspecified)	i	49	0	749
COc1ccccc1CNC(=O)CCCn1nc(C)c2c(C)n(-c3ccccc3)nc2c1=O	i	42	-10	622
Cc1ccc(C)c(OCc2cc(C(=O)NC3CCOC(C)(C)C3)no2)c1 (stereo unspecified)	i	14	-1	795

Compounds from the list above with a COOH group, in the order listed:
SMILES	T cell HTS	T cell HTS vesicle-bound %	Hep lipid drop	Hep lipid drop cells 6.5 µM
CCCc1cc(=O)oc2cc(C)cc(OC(C)C(=O)N[C@@H](Cc3c[nH]c4ccccc34)C(=O)O)c12 (stereo partly specified)	i	32	-1	830
COc1ccc(S(=O)(=O)Nc2c(C(=O)O)[nH]c3ccc(OC)cc23)cc1	i	3	-1	762
COc1ccc(/C=C(/NC(=O)c2ccco2)C(=O)Nc2ccc(C(=O)O)cc2)cc1	i	50	2	755
Cc1cc(OCC(=O)NC(Cc2ccc(Cl)cc2)C(=O)O)c2c(C)c(C)c(=O)oc2c1 (stereo unspecified)	i	29	5	796
Cc1ccc(S(=O)(=O)Nc2cc3c(C(=O)O)c(C)oc3c3ccccc23)c(C)c1	i	50	-3	749
COC(=O)c1ccccc1S(=O)(=O)Oc1ccc(-c2ccc(C(=O)O)cc2)cc1	i	19	2	806

Additional entries follow.
SMILES	T cell HTS	T cell HTS vesicle-bound %	Hep lipid drop	Hep lipid drop cells 6.5 µM
O=C(Nc1nnc(SCc2cccnc2)s1)C1CC(=O)N(c2ccccc2)C1 (stereo unspecified)	i	12	-8	795
CC(C)Cc1nnc(NC(=O)C23CC4CC(CC(C4)C2)C3)s1	i	56	9	836
COCCCNc1nc2ccccc2nc1NS(=O)(=O)c1cc(Cl)ccc1Cl	i	52	-15	845
COc1ccc(N(CC(=O)Nc2cc(OC)c(OC)cc2C(=O)O)S(=O)(=O)c2c(C)noc2C)cc1	i	16	13	692
C=CCSc1nnc(N2C(=O)C(O)=C(C(=O)c3ccco3)C2c2ccccc2F)s1 (stereo unspecified)	i	28	-2	733
CCC(=O)c1ccc(OC(=O)N2CCOCC2)cc1	i	38	4	832
CCN1CCN(S(=O)(=O)c2ccc(Cl)c(C(=O)Nc3cc(Cl)ccc3N3CCOCC3)c2)CC1	i	6	0	801
COc1ccc(CN2CCNC(=O)C2CC(=O)NC2CCCCCC2)cc1C (stereo unspecified)	i	14	-19	751

Source: PubChem
